Mito fusion yeast = blocks mitochondrial division or promotes mitochondrial fusion. S. cerevisiae fusion-defective mutant growth rescue, CellTiterGlo 48 h. Potency, µM (series often up to 46.1 µM), for inactives: at the highest dose growth rescue (activation), hits mostly activators. 320,000 compounds, 0.23% hits. AID 485298;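 also: potency is read from the fitted curve at half-maximal effect; % of control where 0% means no effect; nearly all actives have a fitted effect of over 45% in size; temperature-sensitive fusion mutants such as fzo1-1 at 37 °C on non-fermentable ethanol glycerol medium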
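Read-out: ATP-based luminescence (CellTiterGlo, 10 min ambient) reporting growth of fusion-defective ts yeast after 48 hours at 37C on glycerol/ethanol YPEG medium in the presence of compound.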
ELG1 DNA repair = inhibitors of ELG1-dependent DNA repair in HEK293T cells. HEK293T ELG1-luciferase reporter, luminescence, 16 h; DNA damage induced by 5-fluorouridine. Potency, µM (titrated, usually from 46.1 µM), for the others: at the highest dose activity change, negative = inhibition, actives largely listed as inhibitors. 330,000 compounds, 2.3% hits. AID 504467; also: potency is read from the fitted curve at half-maximal effect; % is scaled to controls: 0 for no effect and ±100 for the full control effect; nearly all actives have a fitted effect of over 55% in size
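Cells (2,000 per well) received 5-fluorouridine plus test compound or DMSO and were incubated 16 hr at 37 °C, 5% CO2. Luciferase activity was read by luminescence 30 min after ONE-Glo addition; signal suppression marked inhibition of damage-induced ELG1 function.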
Rab9 promoter act = activators of Rab9 promoter. Potency, µM (titrated, usually from 9.22 µM), without a hit: at the top dose activation, negative = inhibition, hits mostly activators. Huh7 Rab9 promoter-luciferase reporter, luminescence, 24 h. 320,000 compounds, 2.8% hits. AID 485297; also: potency is read from the fitted curve at half-maximal effect; % of control where 0% means no effect; nearly all actives have a fitted effect of over 60% in size
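Steps: seed 1500 Huh7 Rab9-luc cells per well, rest 2 h at 37 °C; add compound in DMSO; incubate 24 h; add luciferase reagent, 10 min ambient; read luminescence.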
RORgamma inh = blocks mouse ROR gamma transcriptional activity; Drosophila S2 Gal4-RORgamma UAS-luciferase reporter, 20 h; Potency, µM (titrated, usually from 53.6 µM), inactives show at the top dose activity change, negative = inhibition, hits mostly inhibitors; 310,000 compounds, 5.4% hits; also: potency is read from the fitted curve at half-maximal effect; % is scaled to controls: 0 for no effect and ±100 for the full control effect; nearly all actives have a fitted effect of over 60% in size
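A Gal4/UAS one-hybrid system in insect cells: metallothionein-promoter Gal4–ROR gamma fusion plus Photinus luciferase reporter. Copper sulfate 700 uM final, 20 hr ambient incubation, luminescent detection after 10 min with reagent.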
MBNL1-CUG inh = blocks human MBNL1 binding to CUG repeat RNA | Q9NR56 | TR-FRET MBNL1-His/biotin-(CUG)12 binding, 665/545 ratio | Potency, µM (top dose mostly 57.5 µM), for the others: at the top dose activity change, negative = inhibition, most hits filed as inhibitors | 280,000 compounds, 0.036% hits | AID 2675; active = well fitted inhibition curve with a large enough effect in the signal ratio, with a control signal flat, not every such curve was filed as active; inconclusive = small, poorly fitted or top-dose-only effect, or effect the other way, or a change in a side signal; inactive = no such curve, though single readings can be large or run the other way; the % refers to the signal ratio; also: potency is read from the fitted curve at half-maximal effect; % is scaled to controls: 0 for no effect and ±100 for the full control effect
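TR-FRET between His-tagged MBNL1 and biotin-(CUG)12 RNA, detected with Tb anti-His antibody (0.055 ng/ul) and streptavidin-XL665 (5 nM), 60 min at room temperature. Compounds titrated 92 nM to 58 uM; 665/545 nm ratio normalized to buffer and complex controls.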
Gal4-VP16 FLuc = counter-screen for ROR gamma inhibitors: Gal4-VP16 reporter; Drosophila S2 Gal4-VP16 UAS-luciferase, luminescence, 20 h; Potency, µM (highest dose often 53.6 µM), inactives show at the highest dose activity, negative = inhibition, usual class: inhibitors; 310,000 compounds, 3.5% hits; AID 2546;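 also: Gal4-VP16 expression switched on by copper sulfate through the metallothionein promoter; potency is read from the fitted curve at half-maximal effect; % is scaled to controls: 0 for no effect and ±100 for the full control effect; nearly all actives have a fitted effect of over 50% in size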
KCNH2 3.1 block = KCNH2 3.1 (human) potassium channel inhibition; U2OS KCNH2 3.1, thallium flux FluxOr; stronger effect = lower value; activity change, % (tested at about 1.8 µM); 340,000 compounds, 0.95% hits;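 active = maximum activity change below -70%; inconclusive = maximum activity change from -70% to -50%; inactive = maximum activity change above -50%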;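 also: thallium influx rate constant from kinetic fluorescence after stimulation buffer; % is scaled to controls: 0 for no effect and ±100 for the full control effect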
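Virally transduced U2OS (3.1 isoform, 4 h infection in dark at RT) → overnight 37 C → FluxOr + Red40 in HBSS/HEPES, 45 min → stimulation buffer, 2 min kinetic read → rate constant vs DMSO controls.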
FLuc counter = counter-screen for miR-21 project: firefly luciferase inhibitors or activators; 360,000 compounds, 6.9% hits; Potency, µM (top dose mostly 57.5 µM), inactives show top-dose activity change, negative = inhibition, usual class: inhibitors; purified FLuc, Km substrates, luminescence inhibition; P08659;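 also: potency is read from the fitted curve at half-maximal effect; plate controls were vehicle for no effect and reference inhibitor for full effect; nearly all actives have a fitted effect of over 55% in size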
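Purified P. pyralis luciferase (10nM final) with 10uM D-luciferin and 10uM ATP (Km levels) in 50mM Tris acetate pH 7.5, 10mM Mg acetate, 0.01% Tween-20, 0.05% BSA; qHTS 6-point titration, ~60 µM downward; luminescence read.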
PKM2 act = PKM2 (human) enzyme activation. Potency, µM (top dose mostly 57.5 µM), for the others: top-dose activation, actives largely listed as activators. AID 1631. 260,000 compounds, 0.34% hits. P14618. purified PKM2, Kinase-Glo ATP luminescence, activation; response scale: 0% is enzyme alone, no compound; also: potency is read from the fitted curve at half-maximal effect; % is scaled to controls: 0 for no effect and ±100 for the full control effect; nearly all actives have a fitted effect of over 55% in size
Target sequence (P14618 whole entry, looked up): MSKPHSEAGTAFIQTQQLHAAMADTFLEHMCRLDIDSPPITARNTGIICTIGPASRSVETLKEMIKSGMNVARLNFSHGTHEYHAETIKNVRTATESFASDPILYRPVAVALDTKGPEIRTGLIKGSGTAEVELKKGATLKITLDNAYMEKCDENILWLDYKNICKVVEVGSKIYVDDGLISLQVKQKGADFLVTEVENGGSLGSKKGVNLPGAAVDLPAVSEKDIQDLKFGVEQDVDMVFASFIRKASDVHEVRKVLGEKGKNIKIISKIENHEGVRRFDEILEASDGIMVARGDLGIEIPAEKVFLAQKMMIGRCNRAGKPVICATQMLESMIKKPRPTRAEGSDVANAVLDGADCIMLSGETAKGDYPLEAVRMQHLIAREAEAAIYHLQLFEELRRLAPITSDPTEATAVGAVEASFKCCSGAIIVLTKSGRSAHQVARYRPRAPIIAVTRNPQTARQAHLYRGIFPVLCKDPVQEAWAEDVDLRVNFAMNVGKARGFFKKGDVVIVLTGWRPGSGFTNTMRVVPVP
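hPK-M2, >95% pure; 0.1 mM ADP / 0.5 mM PEP final; imidazole pH7.2 buffer w/ 7 mM MgCl2, 50 mM KCl; 1 h RT; Kinase-Glo lum. Intermediate enzyme activity for dual inhibitor/activator qHTS.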
NPC1 prom act = NPC1 promoter activation; Huh7 NPC1 promoter luciferase reporter, 24 h; Potency, µM (series often up to 9.22 µM), for inactives: at the top dose activation, most hits filed as activators; 320,000 compounds, 2.4% hits; AID 485313;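 also: potency is read from the fitted curve at half-maximal effect; % of control where 0% means no effect; nearly all actives have a fitted effect of over 60% in size; reporter is driven by a mutant NPC1 promoter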
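NPC1 promoter–luciferase Huh7 cells; 24 h compound; luminescence.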
Menin-MLL TR inh = inhibitors of human menin-MLL interaction, mutant MLL peptide. O00255. Menin + Texas Red MLL mutant peptide, fluorescence polarization. Potency, µM (top dose mostly 61.6 µM), for inactives: top-dose FP activity change, negative = inhibition, hits mostly inhibitors. 270,000 compounds, 0.23% hits. AID 1768; active = well fitted inhibition curve with a large enough effect in the polarisation, with a control signal flat, not every such curve was filed as active; inconclusive = small, poorly fitted or top-dose-only effect, or effect the other way, or a change in a side signal; inactive = no such curve, though single readings can be large or run the other way; the % refers to the polarisation; also: potency is read from the fitted curve at half-maximal effect; % of control where 0% means no effect; many of its hits are not listed in these tables
Target sequence (O00255 whole entry, looked up): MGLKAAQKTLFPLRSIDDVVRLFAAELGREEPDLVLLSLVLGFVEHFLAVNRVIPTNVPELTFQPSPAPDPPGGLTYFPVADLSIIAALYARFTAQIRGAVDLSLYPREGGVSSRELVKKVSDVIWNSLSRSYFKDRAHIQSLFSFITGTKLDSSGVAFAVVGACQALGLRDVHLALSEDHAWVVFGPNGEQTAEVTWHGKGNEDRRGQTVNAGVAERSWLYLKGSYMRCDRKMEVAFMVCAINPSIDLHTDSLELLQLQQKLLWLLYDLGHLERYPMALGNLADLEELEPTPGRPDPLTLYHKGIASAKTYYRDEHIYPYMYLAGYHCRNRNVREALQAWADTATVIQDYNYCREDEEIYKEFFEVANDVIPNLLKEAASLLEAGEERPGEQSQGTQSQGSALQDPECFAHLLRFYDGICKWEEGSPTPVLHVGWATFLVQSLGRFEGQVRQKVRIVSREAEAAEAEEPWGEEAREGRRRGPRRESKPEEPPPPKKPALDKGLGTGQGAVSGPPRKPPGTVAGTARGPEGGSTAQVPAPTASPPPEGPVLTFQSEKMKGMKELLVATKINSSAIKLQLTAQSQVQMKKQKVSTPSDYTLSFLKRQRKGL
Starred values were filed as active, the others as inactive; ? = inconclusive; . = no result given; [ ] = remark or other dose. Unless noted, calls follow the shape of the dose curve; as a rule, active = well fitted curve in the direction sought with a large enough effect; inconclusive = small, poorly fitted or top-dose-only effect, or another doubt; inactive = no such curve, though single readings can be large; an effect the other way counts as inactive or inconclusive.

SMILES	Mito fusion yeast	ELG1 DNA repair	Rab9 promoter act	RORgamma inh	MBNL1-CUG inh	Gal4-VP16 FLuc	KCNH2 3.1 block	FLuc counter	PKM2 act	NPC1 prom act	Menin-MLL TR inh
Cc1cc(C)c(C)c(S(=O)(=O)Nc2ccccc2C(=O)O)c1C	-8%	21%	-1%	-9%	-8%	-7%	0	?	11%	2%	37%[activator]
CN(CC(=O)Nc1ccc(Cl)c(C(F)(F)F)c1)C(=O)Cc1n[nH]c(=O)c2ccccc12	-8%	?	-11%	.	.	.	-6	4%	.	-7%	.
COc1ccccc1N1CCN(c2ccnc3cc(Cl)ccc23)CC1	20%	?	-25%	13%	1%	8%	-29	-3%	1%	-32%[inhibitor]	-17%
O=C(Nc1ccc(N2CCN(c3ccccc3)CC2)c(F)c1)C1CC1	-2%	-9%	2%	24%	.	-5%	14	3%	2%	-2%	?
O=C(c1ccoc1)N1CCC2(CC1)Oc1ccc(Cl)cc1C(=O)C21CC(c2ccc(Cl)cc2)=NO1 (stereo not given)	4%	?	-13%	6%	0%	-8%	.	1%	-6%	-9%	.
OCCC1CN(Cc2cccn2-c2ccccn2)CCN1Cc1ccccc1 (stereo not given)	5%	-14%	-12%	-4%	7%	4%	-44	-1%	2%	-1%	1%
Cc1ccc2oc(C(=O)Nc3cc(C)on3)c(C)c2c1	-1%	?	2.5µM*	.	.	.	1	0.76µM*	.	3.2µM*	.
CC1CCCN(C(=O)COC(=O)c2n[nH]c3ccccc23)C1 (stereo not given)	-3%	?	?	5%	0%	13%	15	17µM*	-1%	?	-12%
CC1CCCN(c2nc3ccsc3c(=O)s2)C1 (stereo not given)	1%	?	?	26%	15%	19%	-6	15µM*	-1%	?	11%
FCCCOc1ccc(CN2CCN(c3ccccc3F)CC2)cc1	-6%	0%	3%	2%	0%	-10%[10 µM]	-8	4%	-1%	-3%	-29%
Cc1ccc2oc(=O)n(CCCOc3ccccc3C)c2c1	21%	?	5%	-2%	4%	?	-11	?	3%	2%	-16%
Clc1cccc(CON/C=N/c2ncnc3sccc23)c1	-24%	?	-9%	?	5%	-24%	-5	-4%	-5%	-2%	34%[activator]
Cc1cc(C(F)F)n2ncc(C(=O)N3CCCCC3)c2n1	-4%	4%	2%	?	?	-4%	-5	0%	-1%	-9%	5%
O=C(NCc1cccc(C(F)(F)F)c1)c1ccc(=O)[nH]c1	-3%	5%	3%	3%	0%	?	6	0%	.	-3%	14%
Cc1ccc(F)c(NC(=O)c2c(-c3ccccc3)noc2C)c1	0%	1%	1%	0%	-5%	-12%	2	0%	-1%	1%	.
COc1cc(OC)cc(C(=O)Nc2ccc(S(=O)(=O)N(C)C)cc2)c1	2%	-18%	1%	17%	-7%	-2%	10	-17%	1%	-4%	14%
CC1CN(S(=O)(=O)c2ccc(C(=O)NCCCn3ccnc3)cc2)CC(C)O1 (stereo not given)	-14%	0.73µM*	-2%	19%	-14%	-5%[10 µM]	12	1%	-5%	1%	10%
CCOC(=O)c1c(C)n(C)c2cc(-c3ccc(F)cc3)c(O)cc12	7%	9%	-4%	8%	17%	-20%	-1	1%	-10%	8%	-3%
Cc1csc(NC(=O)c2nc3nccc(C)n3n2)n1	-3%	?	?	-20%	5%	3%	27	?	5%	?	0%
Cc1c(NC(=O)C(C)OC(=O)c2cc(Cl)nc(Cl)c2)c(=O)n(-c2ccccc2)n1C (stereo not given)	-4%	2%	-3%	-14%	.	-3%	20	14%	6%	-2%	-9%

Compound profiles, from the list above. Order of screens: Mito fusion yeast	ELG1 DNA repair	Rab9 promoter act	RORgamma inh	MBNL1-CUG inh	Gal4-VP16 FLuc	KCNH2 3.1 block	FLuc counter	PKM2 act	NPC1 prom act	Menin-MLL TR inh
CC1CN(S(=O)(=O)c2ccc(C(=O)NCCCn3ccnc3)cc2)CC(C)O1 (stereo not given) as listed: -14%	0.73µM*	-2%	19%	-14%	-5%[10 µM]	12	1%	-5%	1%	10%
OCCC1CN(Cc2cccn2-c2ccccn2)CCN1Cc1ccccc1 (stereo not given) as listed: 5%	-14%	-12%	-4%	7%	4%	-44	-1%	2%	-1%	1%
O=C(c1ccoc1)N1CCC2(CC1)Oc1ccc(Cl)cc1C(=O)C21CC(c2ccc(Cl)cc2)=NO1 (stereo not given) as listed: 4%	?	-13%	6%	0%	-8%	.	1%	-6%	-9%	.

Further entries.
SMILES	Mito fusion yeast	ELG1 DNA repair	Rab9 promoter act	RORgamma inh	MBNL1-CUG inh	Gal4-VP16 FLuc	KCNH2 3.1 block	FLuc counter	PKM2 act	NPC1 prom act	Menin-MLL TR inh
O=C(/C=C/c1ccc(Cl)cc1)NCc1ccncc1	7%	-3%	-1%	17%	?	0%	-5	-10%	-1%	-4%	9%
Cc1cccc(C)c1OCC(=O)Nc1ccccc1C(F)(F)F	1%	-3%	-11%	-2%	-1%	-3%	-13	0%	-2%	-9%	-17%
CCOC(=O)c1[nH]c2ccc(OC)cc2c1NC(=O)CCN1CCSCC1	-1%	-2%	2%	6%	-9%[11.5 µM]	-1%	2	2%	4%	-5%	-4%
CC(C)(C)n1nnnc1C(c1cccnc1)N(Cc1ccccc1)Cc1ccco1 (stereo not given)	5%	0%	1%	-10%	0%	-13%	-39	6%	-1%	-1%	-26%
COc1ccc(NC(=O)CN(C)S(=O)(=O)c2ccc3c(c2)CC(C)N3C(C)=O)c(OC)c1 (stereo not given)	-9%	?	-1%	15%	-6%	6%	-7	1%	2%[0.46 µM]	3%	-13%
Cc1ccc(NC(=O)CCn2cnc3ccccc3c2=O)cc1	-8%	-5%	12%	5%	2%	4%	-13	?	-11%	-3%	-1%
O=C(O)CCC(=O)Nc1cccc2cccnc12	-2%	7%	2%	-3%	-13%	-15%	6	4%	-1%	-7%	2%
Cc1cc(SCC(=O)N2CCCC2=O)nc2c(C)cccc12	2%	5%	-1%	.	.	.	2	0%	.	2%	.
CCOC(=O)c1cc(C)nc(Sc2ccc(C)cc2)c1C#N	3%	?	-2%	6%	2%	-3%	2	-7%	-2%	-5%	.
O=C(CCSCc1ccccc1F)N1CCN(c2ccccn2)CC1	12%	?	?	1%	-1%	6%	4	19µM*	2%	24%	3%
CC(C)NC(=O)NC(=O)COC(=O)c1ccc(NC(=O)CC#N)cc1	-1%	.	.	-6%	-5%	17%	-6	0%	2%	.	9%
Cc1ccc(S(=O)(=O)N2CCC(C(=O)NCc3cccnc3)CC2)cc1	-4%	13%	-27%	16%	-2%	-6%	37	5%	4%	-5%	-2%
CCC(C)NC(=O)C1CCN(C(=O)c2ccccc2)CC1 (stereo not given)	1%	-5%	-18%	0%	-5%	7%	8	-1%	-4%	-6%	3%
O=C(Nc1ccn(Cc2c(F)c(F)c(F)c(F)c2F)n1)c1ccc(COc2ccccc2Cl)cc1	-1%	-13%	-10%	?	4%	-1%	-17	-2%	1%	-8%	8%
Cc1ccc(-c2nc(NCCN(C)C)c3ccccc3n2)cc1	-7%	?	-1%	?	-6%	?	17	?	-1%	1%	-2%
COC(=O)c1ccccc1N/C=C/C(=O)c1ccc(Br)cc1	16%	?	?	-3%[10 µM]	.	-17%	-5	17µM*	-7%	25%	17%
CN1C(=O)N(C)C(c2ccccc2Cl)C2=C1CC(C)(C)CC2=O (stereo not given)	10%	-1%	1%	13%	-3%	-6%	-12	1%	-1%	1%	-22%
CCc1noc(C)c1C(=O)NC1CCCc2c1cnn2-c1ccc(C(C)(C)C)cc1 (stereo not given)	2%	5%	-4%	16%	9%	-7%	-20	1%	1%	1%	6%
COc1ccc(CC(=O)Nc2c3c(nn2C(C)(C)C)CS(=O)C3)cc1 (stereo not given)	-5%	5%	2%	-14%	-10%	-7%	12	0%	-5%	0%	-1%
CNS(=O)(=O)c1ccc2c3c(cccc13)C(=O)N2	-1%	3%	-1%	46%	?	-5%	?	-1%	29%	-2%	-3%

Screens (PubChem)

Not all compounds are listed. The share of hits here may be higher or lower than overall.
